Screening results deposited in PubChem BioAssay by National Center for Advancing Translational Sciences (NCATS).
TrxR1 substrate = rat thioredoxin reductase 1 substrate activity | AID 588456 | purified TrxR1 substrate turnover, NADPH consumption readout | Potency, µM (series often up to 114 µM), inactives show at the top dose activity change, negative = substrate turnover | 390,000 compounds, 0.01% hits; further: potency means the concentration at half of the fitted maximal effect; on the % scale 0 is the no-effect control and ±100 the full control effect; nearly all actives have a fitted effect of over 50% in size
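Rat TrxR1, dispensed at 90 nM, was prereduced with 400 uM NADPH (final) for 5 min at ~22 deg C, then incubated with compound 15 min before 400 uM selenite. A first-read NADPH fluorescence drop versus no-compound background flagged substrates.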
USP1-UAF1 inh = USP1/UAF1 (human) deubiquitinase inhibition. O94782. 390,000 compounds, 0.23% hits. recombinant USP1/UAF1, Ub-Rhodamine cleavage fluorescence. Potency, µM (titrated, usually from 57.1 µM), for the others: at the top dose activity change, negative = inhibition, most hits filed as inhibitors; further: potency means the concentration at half of the fitted maximal effect; on the % scale 0 is the no-effect control and ±100 the full control effect; nearly all actives have a fitted effect of over 60% in size; inactives centre near -12
Target sequence (O94782 whole entry, looked up): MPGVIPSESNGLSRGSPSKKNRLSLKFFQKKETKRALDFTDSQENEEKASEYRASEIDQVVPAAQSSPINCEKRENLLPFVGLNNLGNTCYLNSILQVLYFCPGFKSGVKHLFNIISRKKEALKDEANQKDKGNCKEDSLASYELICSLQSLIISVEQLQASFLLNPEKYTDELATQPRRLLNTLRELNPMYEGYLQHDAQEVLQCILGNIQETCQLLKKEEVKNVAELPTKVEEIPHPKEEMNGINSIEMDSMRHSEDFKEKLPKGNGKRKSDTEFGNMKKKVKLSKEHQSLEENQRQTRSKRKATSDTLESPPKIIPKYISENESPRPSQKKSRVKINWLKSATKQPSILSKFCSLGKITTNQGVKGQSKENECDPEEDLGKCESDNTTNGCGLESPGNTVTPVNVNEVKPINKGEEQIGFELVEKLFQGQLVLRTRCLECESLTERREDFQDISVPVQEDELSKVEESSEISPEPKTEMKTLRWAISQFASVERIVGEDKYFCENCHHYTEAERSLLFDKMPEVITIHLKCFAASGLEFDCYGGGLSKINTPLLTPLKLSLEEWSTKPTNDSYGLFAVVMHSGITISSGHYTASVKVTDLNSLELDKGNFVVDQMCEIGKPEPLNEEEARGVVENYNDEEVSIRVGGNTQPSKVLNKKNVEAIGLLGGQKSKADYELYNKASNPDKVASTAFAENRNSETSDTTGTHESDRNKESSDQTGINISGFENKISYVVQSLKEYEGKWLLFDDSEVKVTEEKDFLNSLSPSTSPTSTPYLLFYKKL
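USP1/UAF1 complex at 1 nM was preincubated with compound for 15 min at room temperature, then Ub-Rho substrate (150nM final) was added. Fluorescence (480/540 nm) was read kinetically, 6 reads every 60 seconds.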
LDHA block = inhibitors of human lactate dehydrogenase A; P00338; purified LDHA, NADH/diaphorase-resazurin fluorescence; hits give low values; activity change, % (values are at about 110 or 230 µM); 480,000 compounds, 0.15% hits; AID 1347041; in the data active means activity change below about -30%; inconclusive means mostly about -25% to -30%;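 further: plate controls were DMSO wells for no effect and wells without enzyme for full effect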
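Human LDH5 (2 nM) was incubated with 0.06 mM NADH and 0.2 mM pyruvate for 5 min at room temperature in Tris pH 7.4. Remaining NADH was coupled through diaphorase/resazurin, and resorufin fluorescence was read at 0 and 20 min.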
GRP78 ERSR act = inducers of ER stress response in human glioma cells; AID 602332; 420,000 compounds, 0.02% hits; U87-MG GRP78 promoter luciferase reporter, 16 h; Potency, µM, for inactives: at the highest dose activation, most hits filed as activators; further: potency means the concentration at half of the fitted maximal effect; series mostly up to about 76 µM; % of control where 0% means no effect; nearly all actives have a fitted effect of over 35% in size
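Stably transfected U87-MG human glioma cells carrying a GRP78-based luminescent sensor were seeded at 1000 cells/well, pin-dosed with compounds and incubated 16 h. Luciferase reagent was then added, and end-point luminescence was read after 10 min at room temperature.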
Vif-A3G inh = blocks the Vif interaction with human APOBEC3G; Q9HC16; HeLa A3G-eYFP + Vif (tagged APOBEC3G with the HIV-1 protein that degrades it), YFP fluorescence, overnight; Potency, µM (series often up to 46.1 µM), for inactives: top-dose activity, negative = active, usual class: inhibitors; 410,000 compounds, 0.076% hits; AID 602310;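 further: potency means the concentration at half of the fitted maximal effect; on the % scale 0 is the no-effect control and ±100 the full control effect; nearly all actives have a fitted effect of over 60% in size; hits raise eYFP signal because A3G escapes Vif-driven loss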
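HeLa cells stably expressing Vif and C-terminally eYFP-tagged A3G, seeded overnight at 37 deg C, then exposed to compound by pintool overnight at 37 deg C. Rise in yellow fluorescence (Ex 488/Em 500-530, Acumen) marks blocked Vif-driven A3G degradation.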
PI4K2A inh = PI4K2A (human) kinase inhibition | 420,000 compounds, 0.13% hits | AID 1346378 | purified PI4K2A, ADP-Glo luminescence, 1 h; hits give low values | activity change, negative = inhibition, % at 76.9 µM; in the data active means activity change below about -50%; inconclusive means mostly about -30% to -49%;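 further: -100% = wells without enzyme as full effect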
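In this quantitative HTS, ADP production by PI4K2A was quantified luminescently after 1 h at ambient temperature; 100 microM adenosine served as plate-quality control.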
Vif-A3F inh = inhibitors of Vif-A3F interaction. HeLa A3F-eYFP + Vif (tagged APOBEC3F with the HIV-1 protein that degrades it), YFP fluorescence increase. Potency, µM (highest dose often 46.1 µM), for the others: at the top dose activity, negative = active. 390,000 compounds, 0.2% hits. AID 602313; further: potency means the concentration at half of the fitted maximal effect; % of control where 0% means no effect; nearly all actives have a fitted effect of over 65% in size
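Fluorescence increase (Ex 488/Em 500-530) after overnight compound treatment at 37 deg C flags inhibition of Vif-driven A3F-eYFP loss in stable HeLa A3F-eYFP/Vif cells seeded overnight beforehand.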
IDH1 R132H inh = blocks human mutant IDH1 R132H enzyme | IDH1-R132H enzyme, NADPH consumption, diaphorase/resazurin fluorescence | 390,000 compounds, 0.093% hits | O75874 | Potency, µM (top dose mostly 76.6 µM), for the others: top-dose activity change, negative = inhibition, most hits filed as inhibitors; further: potency means the concentration at half of the fitted maximal effect; on the % scale 0 is the no-effect control and ±100 the full control effect; nearly all actives have a fitted effect of over 65% in size
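IDH1-R132H (0.5 ug/mL) preincubated 30 min with compound, then NADPH (0.016 mM) and alpha-KG (2 mM) added; 80 min at RT, pH 7.5. Remaining NADPH coupled via diaphorase/resazurin to fluorescence (540/590 nm); concentration-response curves normalized to no-enzyme control.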
RXFP1 ag = activates the human relaxin receptor RXFP1; Q9HBX9; HEK293T-RXFP1 cAMP TR-FRET, 30 min; response scale: percent of porcine relaxin response, buffer zero; Potency, µM (top dose mostly 57.5 µM), for inactives: at the top dose activation, most hits filed as activators; 370,000 compounds, 0.3% hits; further: potency means the concentration at half of the fitted maximal effect; on the % scale 0 is the no-effect control and ±100 the full control effect; nearly all actives have a fitted effect of over 60% in size; many of its hits are not listed in these tables
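cAMP rise read by TR-FRET after 30 min, 37C compound exposure (up to 58 uM) in RXFP1-transfected HEK293 cells with Ro 20174 present. EC50 from Hill-equation fits, with 29 nM porcine relaxin as 100% and buffer as basal.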
The depositor's hits bear a star; ? = inconclusive; nt = not tested or not shown; & = joins results of further samples; [ ] = remark or other dose. Unless noted, the call rests on the fitted dose curve; in most records, active means well fitted curve in the direction sought with a large enough effect; inconclusive means small, poorly fitted or top-dose-only effect, or another doubt; inactive means no such curve, though single readings can be large; an effect the other way counts as inactive or inconclusive. An excerpt; rates above refer to the full screens.

SMILES	TrxR1 substrate	USP1-UAF1 inh	LDHA block	GRP78 ERSR act	Vif-A3G inh	PI4K2A inh	Vif-A3F inh	IDH1 R132H inh	RXFP1 ag
Cc1cc(C)nc(NC(=O)c2ccc(Br)cc2)n1	9%	-6%	-12	0%	1%	-2	-8%	-8%	4.7%
CCOc1ccc(S(=O)(=O)N2CCCCC2)cc1NC(=O)Cc1cc(OC)c(OC)c(OC)c1	nt	-18%	0	-2%	0%	-1	-2%	-1%	nt
Cc1ccc(S(=O)(=O)N(C)CC(=O)N2CCN(Cc3ccccc3)CC2)cc1	-4%	2%	2	-4%	2%	-4	0%	-1%	0.1%
CCN1C(=O)C(=O)N(Cc2ccc(OC)c(F)c2)C1=O	3%	-11%	-2	2%	3%	1	-1%	-3%	1.8%
CC(C)CC(=O)Nc1cc2c3c(c1)C(C)C(=O)N3CCC2 (centres undefined)	-3%	-10%	-17	-4%	1%	-1	-3%	-4%	-1.8%
N/C(=N\OC(=O)Oc1ccccc1)c1ccc([N+](=O)[O-])cc1	-13%	-4%	-7	-1%	-2%	-3	-13%	8%	-2.2%
O=C(Nc1ccccc1[N+](=O)[O-])C1COc2ccccc2O1 (centres undefined)	1%[57.1 µM]	-18%	-10	7%	-9%	-2	-5%	2%	1.7%
COc1ccc2c(CN3CCCC3)cc(=O)oc2c1	nt	nt	-2	-1%	-2%	1	nt	nt	nt
CCCCNS(=O)(=O)/C=C/c1ccccc1	6%[57.1 µM]	-21%	-5	-3%	-1%	-8	0%	-1%	0.2%
O=C(NC1CCCC1)C(c1ccsc1)N(C(=O)Cc1cccs1)c1cccc(F)c1 (centres undefined)	9%[57.1 µM]	-25%	-4	-1%	-1%	3	-7%	?	0.0%
O=C(CCl)Nc1ccc(-c2ccccc2)cc1	0%	-20%	3	-13%	-24%	16	10%	9%	-1.0%
COC(=O)c1[nH]c(C)c(/C(O)=C2\C(=O)C(=O)N(CCN3CCOCC3)C2c2cccnc2)c1C (centres undefined)	-3%	-4%	11	-2%	3%	-2	-11%	1%	4.5%
COc1c(Cl)cc(C(=O)Nc2cc(-c3nc4ccccc4[nH]3)ccc2C)cc1Cl	7%	-18%	-3	-1%	0%	1	-2%	0%	1.8%
CC(C)(C)OC(=O)N1CCC[C@H]1C(=O)N/N=C/c1ccc2nccnc2c1	-2%[57.1 µM]	4%	-7	-5%	0%	-1	3%	24%	-0.5%
O=C(COc1ccccc1)N/N=C/c1ccc2c(c1)OCO2	5%	0%	-1	2%	-18%	3	0%	12%	0.8%
Cc1ccc(Cn2ccc(NC(=O)c3noc4c3CCc3ccccc3-4)n2)cc1	12%[57.1 µM]	-18%	-5	-3%	0%	-1	2%	-5%	-1.3%
Cn1c(=O)c2c(nc(CN3CCN(c4ccccc4)CC3)n2Cc2ccccc2Cl)n(C)c1=O	5%	-20%	-5	-2%	-8%	-2	-5%	4%	3.6%
O=C(Nc1ccc(Cl)c(Cl)c1)C1CCCCC1	3%	-20%	-5	4%	-6%	0	-17%	3%	3.4%
CSc1nc(-c2ccccc2)c(-c2ccccc2)[nH]1	24%	-15%	-7	-5%	-23%	2	-9%	0%	1.3%
O=C(COC(=O)c1ccccc1Cc1ccccc1)Nc1ccc(SC(F)F)cc1	-7%	-18%	0	4%	0%	-1	-9%	1%	0.6%
CC(=O)c1cccc(NC(=O)NNC(=O)CCC(=O)Nc2ccc(C)c(C)c2)c1	-3%	-9%	-2	-6%	0%	-4	2%	-2%	18%
Cc1cc(C)c(C(=O)Cn2nc(C(=O)O)c3ccccc3c2=O)cc1C	3%	-16%	-1&0	0%	-4%	3	1%	4%	3.8%
Cn1nc(C(=O)OCc2ccccc2F)c2ccccc2c1=O	5%[57.1 µM]	-7%	1	2%	0%	4	-9%	11%	5.0%
CCN(Cc1ccccc1)c1ccc(/C=N/N=C(N)N)cc1	26%	-4%	-7	-9%	-8%	1	-8%	-2%	-0.1%
CCOC(=O)CN(C(=O)CSc1nnc(CNc2ccc(F)cc2)n1C)c1ccccc1	-3%	2%	-9	-4%	0%	0	nt	5%	-0.2%
SMILES	TrxR1 substrate	USP1-UAF1 inh	LDHA block	GRP78 ERSR act	Vif-A3G inh	PI4K2A inh	Vif-A3F inh	IDH1 R132H inh	RXFP1 ag
CCOc1ccccc1NC(=O)NCc1ccc2c(c1)OCO2	-9%	-6%	-1	3%	2%	-4	-3%	-10%	0.7%
N#Cc1c(N)nc2c(c1-c1ccncc1)CCCCCC2	10%	-3%	-3	-3%	-11%	-2	5%	7%	nt
COc1cc2c(C#N)c(N3CCOCC3)nc(N)c2c(N)n1	153%[activator]	3%	-3	-5%	0%	-16	-6%	1%	6.7%
CC(NC(=O)c1ccccc1)C(=O)OCC(=O)Nc1cccc(S(=O)(=O)N2CCCC2)c1 (centres undefined)	-2%	-5%	2	-6%	0%	1	2%	2%	nt
O=C(Nc1ccc(Cl)cc1)Nc1ccc(Cl)c(Cl)c1	4%&-4%	-8%	-10&-3	-2%&-3%&-5%	6%&1%	-3&0	0%	1%[38.3 µM]	-1.0%
Cc1ccc(CNC(=O)C2CCN(C(=O)N3CC(C)Oc4ccc(Cl)cc43)CC2)cc1 (centres undefined)	-6%[11.4 µM]	0%	0	-4%	6%	-1	6%	19%	3.3%
O=C(CC1SCCNC1=O)Nc1ccc(Cl)cc1 (centres undefined)	-4%[57.1 µM]	-14%	-5	-1%	1%	3	4%	5%	2.6%
O=C(CCCN1C(=O)/C(=C/c2cccs2)SC1=S)Nc1cccc(C(=O)O)c1	-2%	-16%	3	-2%	-1%	-2	-3%	-3%	0.1%
Cc1cc(=O)[nH]c(N/N=C/c2ccc(Cl)c([N+](=O)[O-])c2)n1	-2%	-12%	-7	0%	0%	0	?	4%	4.9%
O=C(NCc1ccccc1)c1cc(C2COCCN2C(=O)C2CC2)on1 (centres undefined)	nt	nt	-5	-1%	3%	3	nt	nt	nt
Cc1oc2c(c(C)cc3oc(=O)c(CC(=O)N[C@@H](CC(C)C)C(=O)O)c(C)c32)c1C	41%	-6%	4	-5%	2%	3	1%	2%	4.7%
COC(=O)NNC(=O)C1CCC(C(=O)NNC(=O)OC)CC1 (centres undefined)	9%[57.1 µM]	-6%	-6	-3%	1%	-2	-3%	-1%	-2.7%
CCNC(=O)Cn1c(=O)c2c(ncn2Cc2ccccc2)n(Cc2ccccc2)c1=O	3%	1%	-8	0%	0%	-1	0%	-2%	0.0%
COC(=O)/C=C\C(C#N)(C#N)N=Cc1ccc(OC)cc1	-5%	-3%	5	-8%	-3%	-5	-4%	6%	nt
Cc1ccc(-c2n[nH]c(=O)c3ccccc23)cc1S(=O)(=O)NCCO	-6%	-12%	-1&-3	3%	-6%	0	-9%	0%	2.6%
CCCCCC(=O)N1CCN(S(=O)(=O)c2ccc3c(c2)OCCO3)CC1	-10%	-16%	-5	-1%	-3%	0	-4%	3%	-0.6%
COc1ccccc1C(=O)Nc1cc(C)ccc1NC(=O)c1ccco1	-1%	-5%	-3	-3%	-2%	-3	-9%	-3%	-1.3%
COc1ccc2c(c1)c1nc(SCC(C)C)n(CCO)c(=O)c1n2C	9%	-14%	-1	-4%	0%	-2	-3%	5%	0.7%
CC(=O)c1cc(-c2ccccc2)n(CC(=O)Nc2cccc(C)c2)c1C	-4%	-10%	-11	-2%	-2%	-2	-7%	3%	0.4%
CCOC(=O)c1nnn(-c2nonc2N)c1-c1ccc(C)cc1	-6%	-23%	-6	-8%	-3%	1	-5%	6%	-0.3%
O=C(NCC1CCCO1)c1cc(-c2ccncc2)nc2ccccc12 (centres undefined)	4%[57.1 µM]	-13%	-3	-2%	-4%	-4	4%	2%	0.0%
CCCCN(C(=O)/C=C/c1ccc(OCC(C)C)c(OCC)c1)c1c(N)n(CCC)c(=O)[nH]c1=O	-6%	-11%	1	-1%	-5%	3	9%	-12%	-1.0%
C/C(=N\NC(=O)CN(c1ccccc1)S(C)(=O)=O)c1ccccc1O	-10%	-24%	-1	-6%	-1%	-1	-10%	-7%	-0.9%
CC(CCc1ccccc1)NC(=O)c1ccc(-n2cncn2)c([N+](=O)[O-])c1 (centres undefined)	-1%	-19%	-6	-5%	1%	1	9%	6%	1.8%
Cc1c(C(=O)NCc2ccccc2)cnn1-c1ccccc1	17%[57.1 µM]	-7%	-1	2%	0%	4	5%	3%	1.0%
COCCNC(=O)CN(C(=O)c1ccc(N2CCCC2)nc1)c1ccc(Cl)cc1	-6%	-5%	-3	-5%	-4%	-3	-1%	11%	1.1%
Cc1ccccc1NC(=O)CCNS(=O)(=O)c1cccc2nsnc12	3%	-2%	0	0%	0%	-2	-6%	3%	2.5%
c1ccc(COc2ccc(OCCOCCn3cncn3)cc2)cc1	-3%	-8%	-3	-7%	0%	-12	1%	8%	0.2%

Compound profiles, as listed above. Screens in order: TrxR1 substrate | USP1-UAF1 inh | LDHA block | GRP78 ERSR act | Vif-A3G inh | PI4K2A inh | Vif-A3F inh | IDH1 R132H inh | RXFP1 ag
CC(NC(=O)c1ccccc1)C(=O)OCC(=O)Nc1cccc(S(=O)(=O)N2CCCC2)c1 (centres undefined) as listed: -2% | -5% | 2 | -6% | 0% | 1 | 2% | 2% | nt
N#Cc1c(N)nc2c(c1-c1ccncc1)CCCCCC2 as listed: 10% | -3% | -3 | -3% | -11% | -2 | 5% | 7% | nt
